Vif inh – HIV Vif inhibition; HEK293T cells, Vif self-association by quenched fluorescence, imaging, 24 h; inhibition, % at 7.49 µM; hit rate 0.35% among 340,000; in the data active means inhibition above about 50%, passing the limit was not always enough; inconclusive means no clear call, values can overlap the other calls; inactive means below about 31%; further: some results filed as inactive read as strong as hits
PDI inh – blocks human protein disulfide isomerase activity. PDI insulin aggregation turbidity, A650, 90 min. inhibition, % at 10 µM. hit rate 0.052% among 350,000. AID 588391;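 active means mean inhibition across replicates of 30% or more, whatever share of single replicates reach that level; inconclusive means mean inhibition below 30% while every single replicate reaches 30%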;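 further: absorbance from insulin aggregation driven by PDI reduction with DTT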
ABCB6 inh 2 – blocks the human ABCB6 transporter. hit rate 0.19% among 360,000. fluorescence ratio to DMSO, % at 10 µM. K562-ABCB6 porphyrin accumulation, flow cytometry, 1 h; hits give low values;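 active means fluorescence ratio to DMSO below 75%, the collection mean minus 3 SD; inconclusive means too few cells collected in the well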;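 further: signal is porphyrin accumulated inside mitochondria; 100% equals median channel fluorescence of DMSO control wells; lower ratio means ABCB6 inhibition with less porphyrin fluorescence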
H9c2 protect – modulators protecting cardiomyocytes from myocardial damage | H9c2 cardiomyocytes, H2O2 injury protection, ATPLite, 2 h | protection from H2O2 cell death, % at 20 µM | hit rate 0.63% among 360,000 | AID 588492;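 active means compounds giving at least 50% protection of heart cells from peroxide-induced death in the single-dose screen, raw or plate-pattern-corrected value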;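 further: 0% = DMSO wells with peroxide and 100% = DMSO wells without peroxide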
aDG glyco act – alpha-DG glycosylation activation; AID 624168; Pro5-aDG cells, alpha-DG glycosylation AlphaScreen (IIH6); 0% Pro5, 100% B10-LARGE cell signal; activation, % at 10 µM; hit rate 0.22% among 360,000;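 active means activation of at least 8% versus controls, or a plate z-score of at least 8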;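 further: Pro5 are CHO cells carrying HIG-tagged alpha-DG that lacks glycosylation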
m5-HT2A agonist – mouse HTR2A agonism via beta-arrestin recruitment; CHO-K1 mHTR2A beta-arrestin complementation, luminescence; percent of 30 µM serotonin response; activation, % at 7.6 µM; hit rate 0.66% among 360,000; AID 624169;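 active means activation above a run cutoff, the mean activation of all tested compounds plus 3 SD, cut at about 14% in these data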;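 further: 0% = plate median of compound wells and 100% = 30 µM serotonin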
Target sequence (P35363 whole entry, looked up): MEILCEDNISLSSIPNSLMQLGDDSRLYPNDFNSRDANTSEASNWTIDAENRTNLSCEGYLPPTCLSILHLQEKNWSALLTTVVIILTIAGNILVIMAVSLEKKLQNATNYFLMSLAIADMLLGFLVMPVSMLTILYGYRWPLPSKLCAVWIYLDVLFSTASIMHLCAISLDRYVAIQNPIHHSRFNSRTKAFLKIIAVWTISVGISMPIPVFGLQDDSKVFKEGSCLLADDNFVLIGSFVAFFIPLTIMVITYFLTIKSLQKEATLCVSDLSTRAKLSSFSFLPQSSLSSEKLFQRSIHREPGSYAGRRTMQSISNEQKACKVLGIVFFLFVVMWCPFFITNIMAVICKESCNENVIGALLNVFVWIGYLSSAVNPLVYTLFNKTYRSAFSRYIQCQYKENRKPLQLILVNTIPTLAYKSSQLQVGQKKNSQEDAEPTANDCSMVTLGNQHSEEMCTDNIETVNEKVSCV
Glyco luc inh – N-linked glycosylation inhibition | D54 ERlucT glycosylation luciferase reporter, 24 h; percent of 100 nM tunicamycin response | reporter increase, % at 12.5 µM | hit rate 0.23% among 360,000 | AID 588692;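 active means mean luciferase reporter signal, scaled so untreated is 0 and the glycosylation-blocking control 100, at or above a set limit in every replicate; inconclusive means mean reaches the limit but not every replicate does; inactive means mean below the limit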;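 further: luciferase carries N-glycosylation sites so blocking glycosylation raises the light; 0% = median of neutral control wells and 100% = median of 100 nM tunicamycin wells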
CaV13 FRET inh – Primary screen for inhibitors of IQ motif and Ca2+-dependent inactivation inhibitor domain binding in CACNA1D, Förster resonance energy transfer in living cells, … | HEK cells, CFP/YFP FRET ICDI-IQ, plate reader, 10 min; percent FRET-ratio fall versus neutral wells | inhibition, % at 12.3 µM | hit rate 0.098% among 340,000;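 active means mean replicate inhibition of at least 30% and at least 1% of replicates passing that level; inconclusive means only one of the two criteria is met; inactive means neither criterion is met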;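 further: 0% = median of the neutral control wells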
MC4R barr agon – agonists of human melanocortin 4 receptor (MC4R) beta-arrestin; hit rate 0.98% among 360,000; U2OS MC4R beta-arrestin complementation, luminescence; percent of melanotan II response, DMSO zero; activation, % at 8.9 µM; P32245;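 active means activation above a per-plate cutoff, the mean activation of sample wells on that plate plus 3 SD, cut at about 8% in these data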
Target sequence (P32245 whole entry, looked up): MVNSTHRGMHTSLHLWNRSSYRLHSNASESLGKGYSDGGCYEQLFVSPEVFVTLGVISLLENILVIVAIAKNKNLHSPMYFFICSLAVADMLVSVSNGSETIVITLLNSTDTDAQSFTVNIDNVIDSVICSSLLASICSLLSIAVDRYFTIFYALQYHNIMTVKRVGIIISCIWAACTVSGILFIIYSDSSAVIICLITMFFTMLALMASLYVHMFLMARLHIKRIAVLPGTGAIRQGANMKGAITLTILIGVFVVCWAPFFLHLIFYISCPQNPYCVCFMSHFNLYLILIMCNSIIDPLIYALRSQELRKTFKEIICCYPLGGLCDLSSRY
MC4R antag cAMP – blocks human MC4R cAMP signaling. MC4R-expressing cells, MTII-stimulated cAMP, LANCE TR-FRET. inhibition, % at 6.5 µM. hit rate 0.48% among 360,000. AID 540295;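 active means inhibition above its plate's cutoff, the mean of tested wells on that plate plus 3 SD, cut at about 29% in these data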;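 further: 0% = Melanotan II alone and 100% = Melanotan II plus saturating MCL0020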
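Assay system: U2OS cells stably expressing human melanocortin 4 receptor (MC4R) / Dosing: 6.5 µM / Timing: compound 30 min, challenge 1 h, detection 1 h / Measured by: Eu-cAMP/anti-cAMP TR-FRET, emission 671 nm / Replicates: singlicate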
An asterisk follows results filed as active.

Start of the listing, in advance, 2 compounds:
What do the screens show for `COc1cc(-c2cc(C(=O)O)c3cc4ccccc4cc3n2)cc(OC)c1OC`?
Vif inh: 0; PDI inh: 13; ABCB6 inh 2: 98; H9c2 protect: 1; aDG glyco act: -0.2; m5-HT2A agonist: 6; Glyco luc inh: 3; CaV13 FRET inh: -5; MC4R barr agon: 0.1; MC4R antag cAMP: 8

Results for COc1cc(-c2n[nH]c(=S)n2-c2cccc(C(F)(F)F)c2)cc(OC)c1OC ?
Vif inh: 4; PDI inh: 2; ABCB6 inh 2: 90; H9c2 protect: 1; aDG glyco act: 0.2; m5-HT2A agonist: 0; Glyco luc inh: 5; CaV13 FRET inh: -4; MC4R barr agon: -2.3; MC4R antag cAMP: 2

This part in full, from the start:
What do the screens show for `COc1cc(-c2cc(C(=O)O)c3cc4ccccc4cc3n2)cc(OC)c1OC`?
Vif inh: 0; PDI inh: 13; ABCB6 inh 2: 98; H9c2 protect: 1; aDG glyco act: -0.2; m5-HT2A agonist: 6; Glyco luc inh: 3; CaV13 FRET inh: -5; MC4R barr agon: 0.1; MC4R antag cAMP: 8

Results for COc1cc(-c2n[nH]c(=S)n2-c2cccc(C(F)(F)F)c2)cc(OC)c1OC ?
Vif inh: 4; PDI inh: 2; ABCB6 inh 2: 90; H9c2 protect: 1; aDG glyco act: 0.2; m5-HT2A agonist: 0; Glyco luc inh: 5; CaV13 FRET inh: -4; MC4R barr agon: -2.3; MC4R antag cAMP: 2

How did CC(C)c1ccc(/C=N/NC(=O)c2nnn(-c3nonc3N)c2CN(C)C2CCCCC2)cc1 do in these assays?
Vif inh: 11; PDI inh: 8; ABCB6 inh 2: 96; H9c2 protect: 11; aDG glyco act: 0.0; m5-HT2A agonist: 0; Glyco luc inh: -1; CaV13 FRET inh: -3; MC4R barr agon: 2.8; MC4R antag cAMP: 10

What do the screens show for `CCC1(C)Cc2c(C#N)c(N)n(-c3ccccc3)c(=O)c2CO1` (stereo not drawn)?
Vif inh: -1; PDI inh: 6; ABCB6 inh 2: 100; H9c2 protect: -4; aDG glyco act: 0.1; m5-HT2A agonist: 8; Glyco luc inh: -3; CaV13 FRET inh: -5; MC4R barr agon: -1.0; MC4R antag cAMP: -2

How did Cc1cnc(C(=O)OCC(=O)c2csc(N3CCCCC3)n2)cn1 do in these assays?
Vif inh: 1; PDI inh: -4; ABCB6 inh 2: 90; H9c2 protect: 2; aDG glyco act: 0.1; m5-HT2A agonist: 1; Glyco luc inh: -1; CaV13 FRET inh: -4; MC4R barr agon: -2.9; MC4R antag cAMP: -2

What do the screens show for `Cc1sc2ncnc(NCC(c3ccco3)N(C)C)c2c1C` (stereo not drawn)?
Vif inh: 1; PDI inh: 0; ABCB6 inh 2: 94; H9c2 protect: 4; aDG glyco act: 0.4; m5-HT2A agonist: -4; Glyco luc inh: -4; CaV13 FRET inh: -13; MC4R barr agon: -2.0; MC4R antag cAMP: 1

Results for O=C(NCC1COc2ccccc2O1)c1ccc(-n2cncn2)c([N+](=O)[O-])c1 (stereo not drawn) ?
Vif inh: -8; PDI inh: 2; ABCB6 inh 2: 98; H9c2 protect: 4; aDG glyco act: 0.3; m5-HT2A agonist: 6; Glyco luc inh: 0; CaV13 FRET inh: -2; MC4R barr agon: -0.8; MC4R antag cAMP: 3

How did CCN(CC)C(=O)c1[nH]cnc1C(=O)Nc1ccc(OC)cc1 do in these assays?
Vif inh: 14; PDI inh: 6; ABCB6 inh 2: 87; H9c2 protect: -3; aDG glyco act: -0.1; m5-HT2A agonist: 3; Glyco luc inh: 4; MC4R barr agon: -0.9; MC4R antag cAMP: -2

How did CC1(C)CC(=O)C(N=Nc2cccc(S(=O)(=O)N3CCOCC3)c2)=C(O)C1 do in these assays?
Vif inh: -3; PDI inh: 0; ABCB6 inh 2: 103; H9c2 protect: -2; aDG glyco act: 0.1; m5-HT2A agonist: -10; Glyco luc inh: 6; CaV13 FRET inh: -15; MC4R barr agon: -0.7; MC4R antag cAMP: 12

Results for CC(C)CN1CCN=C1Nc1ccccc1 ?
Vif inh: -2; PDI inh: -6; ABCB6 inh 2: 96; H9c2 protect: 5; aDG glyco act: 0.1; m5-HT2A agonist: -5; Glyco luc inh: 2; CaV13 FRET inh: -9; MC4R barr agon: 0.2; MC4R antag cAMP: 9

What do the screens show for `CNC(=O)c1cc(S(=O)(=O)Nc2ccc(C)cc2C)ccc1C`?
Vif inh: -1; PDI inh: -1; ABCB6 inh 2: 95; H9c2 protect: -8; aDG glyco act: 0.0; m5-HT2A agonist: -3; Glyco luc inh: 2; CaV13 FRET inh: -6; MC4R barr agon: -1.4; MC4R antag cAMP: 0

What do the screens show for `O=c1nc(N2CCCCCC2)nc(N2CCCCCC2)[nH]1`?
PDI inh: 9; ABCB6 inh 2: 96; H9c2 protect: -3; aDG glyco act: -0.4; m5-HT2A agonist: -2; MC4R barr agon: 0.8; MC4R antag cAMP: 7

What do the screens show for `COc1ccc(NC(=O)CCCn2c(=O)c3sccc3n(Cc3ccccc3C)c2=O)cc1`?
Vif inh: 0; PDI inh: -3; ABCB6 inh 2: 76; H9c2 protect: 0; aDG glyco act: 0.3; m5-HT2A agonist: -2; Glyco luc inh: 1; CaV13 FRET inh: -2; MC4R barr agon: -1.6; MC4R antag cAMP: 2

What do the screens show for `COc1cccc(C(NC(=O)c2ccccc2F)NC(=O)c2ccccc2F)c1`?
Vif inh: 22; PDI inh: 4; ABCB6 inh 2: 83; H9c2 protect: 5; aDG glyco act: 0.1; m5-HT2A agonist: 0; Glyco luc inh: 1; CaV13 FRET inh: -4; MC4R barr agon: -1.7; MC4R antag cAMP: 3

What do the screens show for `CCOC(=O)c1c(C)c(C(=O)NCCc2ccc(S(N)(=O)=O)cc2)c(C)n1CC`?
Vif inh: -4; PDI inh: -5; ABCB6 inh 2: 102; H9c2 protect: -2; aDG glyco act: -0.1; m5-HT2A agonist: -2; Glyco luc inh: 0; CaV13 FRET inh: -8; MC4R barr agon: -1.5; MC4R antag cAMP: 4

What do the screens show for `CS(=O)(=O)Oc1ccc2c(c1)O/C(=C\c1cccnc1)C2=O`?
Vif inh: -10; PDI inh: -9; ABCB6 inh 2: 94; H9c2 protect: 2; aDG glyco act: 0.1; m5-HT2A agonist: 1; Glyco luc inh: 1; CaV13 FRET inh: -2; MC4R barr agon: -2.2; MC4R antag cAMP: -8

How did CCCCN(C(=O)C1CCC1)c1c(N)n(CCC)c(=O)[nH]c1=O do in these assays?
Vif inh: -11; PDI inh: -7; ABCB6 inh 2: 95; H9c2 protect: 3; aDG glyco act: -0.3; m5-HT2A agonist: 3; Glyco luc inh: 1; CaV13 FRET inh: -2; MC4R barr agon: -1.8; MC4R antag cAMP: 1

How did CCOC(=O)c1c(C)c(/C=N/Nc2ccccc2)n(C)c1C do in these assays?
Vif inh: -6; PDI inh: -3; ABCB6 inh 2: 99; H9c2 protect: -8; aDG glyco act: 0.0; m5-HT2A agonist: 1; Glyco luc inh: -3; CaV13 FRET inh: -3; MC4R barr agon: -0.5; MC4R antag cAMP: 0

Results for O=C1CCCC2=C1C1(O)C(=O)c3ccccc3C1(O)O2 (stereo not drawn) ?
Vif inh: 0; PDI inh: 2; ABCB6 inh 2: 92; H9c2 protect: -3; aDG glyco act: -0.1; m5-HT2A agonist: -1; Glyco luc inh: 2; CaV13 FRET inh: 0; MC4R barr agon: -1.9; MC4R antag cAMP: -2

What do the screens show for `COc1ccc(-c2nc(CN3CCC(c4ccccc4)CC3)c(C)o2)cc1OC`?
Vif inh: -12; PDI inh: -1; ABCB6 inh 2: 93; H9c2 protect: 0; aDG glyco act: -0.1; m5-HT2A agonist: -16; Glyco luc inh: -3; CaV13 FRET inh: -6; MC4R barr agon: -2.7; MC4R antag cAMP: -3

What do the screens show for `O=C(Nc1cccc2c1CCCC2)c1ccc(F)cc1`?
Vif inh: 10; PDI inh: -6; ABCB6 inh 2: 92; H9c2 protect: 1; aDG glyco act: 0.2; m5-HT2A agonist: -5; Glyco luc inh: 1; CaV13 FRET inh: -21; MC4R barr agon: -0.8; MC4R antag cAMP: 8

Results for CCc1ccc(C(=O)N2CCN(c3ccc(NC(=O)c4ccco4)cc3)CC2)cc1 ?
Vif inh: -11; PDI inh: 3; ABCB6 inh 2: 98; H9c2 protect: -1; aDG glyco act: 0.5; m5-HT2A agonist: 3; Glyco luc inh: -6; MC4R barr agon: -1.6; MC4R antag cAMP: 8

What do the screens show for `COc1ccc(N(CC(=O)NC2CCCC2)C(=O)Cn2nnc(-c3ccc(F)cc3)n2)cc1OC`?
Vif inh: -11; PDI inh: -38; ABCB6 inh 2: 107; H9c2 protect: 9; aDG glyco act: -0.1; m5-HT2A agonist: 3; Glyco luc inh: -1; CaV13 FRET inh: -8; MC4R barr agon: -0.1; MC4R antag cAMP: 6

How did O=c1cc(N=Nc2ccc(Cl)cc2)[nH]c(=O)[nH]1 do in these assays?
Vif inh: -1; PDI inh: 2; ABCB6 inh 2: 102; H9c2 protect: -22; aDG glyco act: -0.3; m5-HT2A agonist: 6; Glyco luc inh: 70*; CaV13 FRET inh: -5; MC4R barr agon: 1.0; MC4R antag cAMP: 24

Results for Cc1c(C)[n+](=O)c2c(n1[O-])C(Br)CCC2Br (stereo not drawn) ?
Vif inh: inconclusive; PDI inh: 4; ABCB6 inh 2: 104; H9c2 protect: -4; aDG glyco act: -0.1; m5-HT2A agonist: 7; Glyco luc inh: 3; CaV13 FRET inh: 9; MC4R barr agon: -0.7; MC4R antag cAMP: -4

How did O=C(NC1CCCCC1)c1cccc(COCC(F)(F)F)c1 do in these assays?
Vif inh: 0; PDI inh: 8; ABCB6 inh 2: 93; H9c2 protect: 1; aDG glyco act: 0.2; m5-HT2A agonist: 0; Glyco luc inh: -1; CaV13 FRET inh: -4; MC4R barr agon: -1.2; MC4R antag cAMP: -2

Results for COCCN(C(=O)COC(=O)Cc1ccc(Cl)cc1Cl)c1c(N)n(Cc2ccccc2)c(=O)[nH]c1=O ?
Vif inh: -2; PDI inh: 3; ABCB6 inh 2: 96; H9c2 protect: 2; aDG glyco act: 0.0; m5-HT2A agonist: 11; Glyco luc inh: 1; CaV13 FRET inh: -3; MC4R barr agon: -0.1; MC4R antag cAMP: 7

Results for Cc1nc(C)c(C(=O)C2=C(O)C(=O)N(CCN(C)C)C2c2ccco2)s1 (stereo not drawn) ?
Vif inh: 6; PDI inh: -5; ABCB6 inh 2: 92; H9c2 protect: 9; aDG glyco act: 0.1; m5-HT2A agonist: -2; Glyco luc inh: 1; CaV13 FRET inh: 7; MC4R barr agon: -2.4; MC4R antag cAMP: 0
